hERG WT inh = qHTS for Inhibitors of KCHN2 3.1: Wildtype qHTS; Voltage-gated inwardly rectifying potassium channel KCNH2 (Homo sapiens), Q12809; U2OS, BacMam KCNH2, thallium flux FluxOr; hits give low values; activity change, % at 1.84 µM; hit rate 0.37% among 340,000; AID 720551, 2013;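 active = maximum activity change below -70%; inconclusive = maximum activity change between -70% and -50%; inactive = maximum activity change above -50%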; note: % is set by controls: 0 for no effect and ±100 for the full control effect
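U2OS cells transduced with wild-type KCNH2 virus are loaded with FluxOr dye for 45 min, and thallium flux is measured in kinetic reads before and after stimulation buffer. Rate constants are normalized to DMSO controls.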
B2AR arrestin = qHTS assay of beta-arrestin-biased ligands of beta2-adrenergic receptor; Potency, µM (doses to about 46.1 µM), for inactives: at the highest dose activation, usual class: activators; hit rate 0.02% among 330,000; beta-arrestin recruitment to beta2AR, cell-based reporter; Beta-2 adrenergic receptor (Homo sapiens), P07550;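 note: potency is the fitted concentration of half-maximal effect; 0% = DMSO controls and full agonism = EC100 isoproterenol or metaproterenol; nearly all actives have a fitted effect of over 65% in size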
KCNH2 3.1 block = qHTS for Inhibitors of KCHN2 3.1: Mutant qHTS; hit rate 0.95% among 340,000; activity change, % (tested at about 1.8 µM); AID 720553, 2013; U2OS KCNH2 3.1, thallium flux FluxOr; hits give low values;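 active = maximum activity change below -70%; inconclusive = maximum activity change from -70% to -50%; inactive = maximum activity change above -50%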;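 note: thallium influx rate constant from kinetic fluorescence after stimulation buffer; % is set by controls: 0 for no effect and ±100 for the full control effect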
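U2OS cells transduced with KCNH2 3.1 mutant virus (1.77 x 10^8 /mL, 4 h), plated overnight at 37 C, loaded 45 min with FluxOr dye plus Red40 quencher. Thallium flux rate constant from kinetic reads after stimulation buffer, normalised to controls.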
Coupling enz = qHTS Assay for Inhibitors of Fructose-1,6-bisphosphate Aldolase from Giardia Lamblia: Coupling assay counterscreen. coupling enzyme system counterscreen, AmpLite Red fluorescence. activity change, negative = inhibition, % at 58.2 µM, hits read low. hit rate 0.67% among 290,000; in the data active = activity change below about -30%; note: % is set by controls: 0 for no effect and ±100 for the full control effect
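Final compound at 57.5 uM, incubated 10 min at RT with coupling enzyme reagent (glyceraldehyde-3-phosphate), then 20 min with substrate and AmpLite Red detection. Fluorescence read at 525/598 nm; tests interference with the coupling assay, not aldolase inhibition.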
GALK inhibitor = qHTS Assay for Inhibitors of Human Galactokinase (GALK) | Potency, µM (series often up to 57.5 µM), for the others: top-dose activity change, negative = inhibition, actives largely listed as inhibitors | P51570 | Purified GALK, Kinase-Glo residual ATP luminescence | hit rate 0.007% among 270,000; note: potency is the fitted concentration of half-maximal effect; % is set by controls: 0 for no effect and ±100 for the full control effect
Target sequence (P51570 whole entry, looked up): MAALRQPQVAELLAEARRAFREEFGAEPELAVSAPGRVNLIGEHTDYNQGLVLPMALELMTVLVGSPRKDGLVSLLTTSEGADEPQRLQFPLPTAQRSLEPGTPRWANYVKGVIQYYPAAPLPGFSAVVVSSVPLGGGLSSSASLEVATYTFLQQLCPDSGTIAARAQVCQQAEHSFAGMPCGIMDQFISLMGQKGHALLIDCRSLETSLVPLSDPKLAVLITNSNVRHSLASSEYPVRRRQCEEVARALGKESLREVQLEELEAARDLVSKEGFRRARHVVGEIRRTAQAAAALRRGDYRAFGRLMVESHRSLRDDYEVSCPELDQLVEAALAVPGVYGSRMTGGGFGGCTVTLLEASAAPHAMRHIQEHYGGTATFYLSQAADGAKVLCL
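Kinase-Glo Plus luminescence measured ATP left after a 1 h room-temperature reaction. The reaction used 5 nM GALK, 100 uM galactose and 35 uM ATP at pH 8.0 (20 mM HEPES, 5 mM MgCl2, 60 mM NaCl, 1 mM DTT, 0.01% BSA).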
Menin-MLL TR inh = qHTS Assay for Inhibitors Targeting the Menin-MLL Interaction in MLL Related Leukemias: Competition With Texas Red Labeled MLL-derived Mutant Peptide; O00255; Menin + Texas Red MLL mutant peptide, fluorescence polarization; Potency, µM (titrated, usually from 61.6 µM), for the others: at the highest dose FP activity change, negative = inhibition, actives largely listed as inhibitors; hit rate 0.23% among 270,000; active = well fitted inhibition curve with a large enough effect in the polarisation, with a control signal flat, not every such curve was filed as active; inconclusive = small, poorly fitted or top-dose-only effect, or effect the other way, or a change in a side signal; inactive = no such curve, though single readings can be large or run the other way; the % refers to the polarisation; note: potency is the fitted concentration of half-maximal effect; % of control where 0% means no effect; many of its hits are not listed in these tables
Target sequence (O00255 whole entry, looked up): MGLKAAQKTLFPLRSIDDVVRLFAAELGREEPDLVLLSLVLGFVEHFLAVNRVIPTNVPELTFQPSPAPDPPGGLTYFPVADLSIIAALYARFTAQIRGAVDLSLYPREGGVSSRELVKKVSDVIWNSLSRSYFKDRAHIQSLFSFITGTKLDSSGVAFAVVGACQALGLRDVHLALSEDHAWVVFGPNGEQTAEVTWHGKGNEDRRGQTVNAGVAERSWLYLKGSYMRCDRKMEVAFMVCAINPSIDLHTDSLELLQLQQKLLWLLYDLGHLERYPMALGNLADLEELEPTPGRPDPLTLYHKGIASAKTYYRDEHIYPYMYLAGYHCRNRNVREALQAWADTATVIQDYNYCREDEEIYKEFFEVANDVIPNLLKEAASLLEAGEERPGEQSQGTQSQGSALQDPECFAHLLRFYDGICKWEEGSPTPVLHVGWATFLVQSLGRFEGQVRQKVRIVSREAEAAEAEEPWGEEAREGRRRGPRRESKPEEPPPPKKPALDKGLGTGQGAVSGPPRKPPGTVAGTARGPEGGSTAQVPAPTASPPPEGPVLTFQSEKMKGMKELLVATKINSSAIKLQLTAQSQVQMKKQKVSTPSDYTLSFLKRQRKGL
USP2a inh = qHTS Assay for Inhibitors of Ubiquitin-specific Protease USP2a Using CHOP2 as the Reporter; Ubiquitin carboxyl-terminal hydrolase 2 (Homo sapiens), O75604; USP2 core, Ub-CHOP2 coupled fluorogenic reporter, 485/531; hit rate 0.01% among 330,000; AID 463254, 2010; Potency, µM (doses to about 38.3 µM), for the others: at the top dose activity change, negative = inhibition, usual class: inhibitors;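 note: potency is the fitted concentration of half-maximal effect; plate controls were DMSO wells for no effect and full inhibition by NEM control for full effect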
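USP2 core (10nM final) preincubated 30min RT with compound in 20mM Tris-HCl pH 8.0, 2mM CaCl2, 2mM beta-mercaptoethanol, 0.05% CHAPS; 25nM Ub-CHOP2 plus 25nM reporter substrate added, fluorescence (Ex485/Em531) read after 60min.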
PKM2 activator = qHTS Assay for Activators of Human Muscle isoform 2 Pyruvate Kinase | Pyruvate kinase PKM (Homo sapiens), P14618 | purified PKM2, Kinase-Glo ATP luminescence, activation; response scale: 0% is enzyme alone, no compound | Potency, µM (top dose mostly 57.5 µM), for inactives: at the highest dose activation, hits mostly activators | hit rate 0.34% among 260,000; note: potency is the fitted concentration of half-maximal effect; % is set by controls: 0 for no effect and ±100 for the full control effect; nearly all actives have a fitted effect of over 55% in size
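Purified hPK-M2 (>95% pure) converted ADP (0.1 mM final) to ATP with 0.5 mM PEP in 50 mM imidazole pH7.2, KCl, MgCl2, Tween 20, BSA; 1 h at room temperature. ATP detected by Kinase-Glo luminescence.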
TRPV1 ag = HTS Assay for Compounds that Act as Agonists of the Vanilloid Receptor 1; TRPV1-expressing cells, Fluo-8 calcium influx, agonist mode; activation, % at 8.33 µM; hit rate 0.19% among 320,000; AID 540275, 2011; in the data active = activation above about 80%; inconclusive = between about 30% and that limit; note: 0% is about no effect
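Fluo-8 calcium influx in TRPV1-expressing cells, kinetic read (ex 480/em 520 nm). Compound added and read 3 min for agonist activity, followed by capsaicin at EC20 final and 2 min further read for enhancement.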
MLL CXXC-DNA inh = qHTS Fluorescence Polarization Assay for Inhibitors of MLL CXXC domain - DNA interaction; hit rate 0.037% among 290,000; Histone-lysine N-methyltransferase 2A (Homo sapiens), Q03164; Potency, µM (highest dose often 115 µM), inactives show at the highest dose activity change, negative = inhibition, usual class: inhibitors; AID 2662, 2010; MLL-CXXC / FITC-HOXA9 DNA fluorescence polarization; active = well fitted inhibition curve with a large enough effect in the polarisation, with a control signal flat, not every such curve was filed as active; inconclusive = small, poorly fitted or top-dose-only effect, or effect the other way, or a change in a side signal; inactive = no such curve, though single readings can be large or run the other way; the % refers to the polarisation; note: potency is the fitted concentration of half-maximal effect
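Purified MLL-CXXC (added from a 7 uM solution) was preincubated 5 min at ambient with pinned compounds in 50 mM Tris-HCl pH 7.5, 50 mM NaCl, 1 mM DTT, 0.05% BSA. Fluorescein-labeled HOX-A9 DNA (50 nM solution) followed, 30 min, then polarization read.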
Giardia killer = Small Molecules that selectively kill Giardia lamblia: qHTS | Giardia lamblia trophozoite viability | activity change, % at 7.66 µM, hits read low | hit rate 0.15% among 340,000 | AID 540267, 2011; in the data active = activity change below about -80%; inconclusive = between about -30% and that limit;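 note: parasites exposed to compound for two days anaerobically before the ATP read; % is set by controls: 0 for no effect and ±100 for the full control effect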
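Luminescent ATP signal served as the viability read-out, measured 15-30 min after adding ATP detection reagent to trophozoites that had been incubated with compounds for 48 hrs at 37 deg C anaerobically at 100 cells/well.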
Starred values were filed as active, the others as inactive; i = inactive; ? = inconclusive; · = not tested or not shown; [ ] = another dose, or the depositor's remark. Unless noted, calls come from the whole dose curve; as a rule, active = well fitted curve in the direction sought with a large enough effect; inconclusive = small, poorly fitted or top-dose-only effect, or another doubt; inactive = no such curve, though single readings can be large; an effect the other way counts as inactive or inconclusive. Only part of the results is shown; rates above refer to the full screens.

Start of the listing, in advance (2 entries):
SMILES | hERG WT inh | B2AR arrestin | KCNH2 3.1 block | Coupling enz | GALK inhibitor | Menin-MLL TR inh | USP2a inh | PKM2 activator | TRPV1 ag | MLL CXXC-DNA inh | Giardia killer
Cc1cc(C)n(C(=O)c2nn(C)c(C)c2[N+](=O)[O-])n1 | -2 | -0.8% | -3 | 1 | 1% | -1% | 1% | 3% | 2 | 8% | -2
CC(NC(=S)Nc1ccc(S(N)(=O)=O)cc1)c1ccc2c(c1)OCO2 (stereo not given) | 0 | -0.9% | 0 | -1 | 0% | 6% | 3% | -4% | 10 | -3% | 3

The whole of this part, repeating the preview:
SMILES | hERG WT inh | B2AR arrestin | KCNH2 3.1 block | Coupling enz | GALK inhibitor | Menin-MLL TR inh | USP2a inh | PKM2 activator | TRPV1 ag | MLL CXXC-DNA inh | Giardia killer
Cc1cc(C)n(C(=O)c2nn(C)c(C)c2[N+](=O)[O-])n1 | -2 | -0.8% | -3 | 1 | 1% | -1% | 1% | 3% | 2 | 8% | -2
CC(NC(=S)Nc1ccc(S(N)(=O)=O)cc1)c1ccc2c(c1)OCO2 (stereo not given) | 0 | -0.9% | 0 | -1 | 0% | 6% | 3% | -4% | 10 | -3% | 3
CCN(c1ccccc1)S(=O)(=O)c1cc(C(=O)Nc2cccc(Cl)c2)ccc1F | 16 | 0.0% | -8 | 2 | 0% | 1% | -5% | 16% | 6 | -6% | 10
Cn1nc(C(=O)N2CCN(c3cccc(Cl)c3)CC2)c2c1-c1ccccc1S(=O)(=O)C2 | 9 | -0.4% | -11 | -1 | -1% | 10% | 1% | · | 0 | -5% | 24
Clc1ccc(-c2cc(COc3ccccc3)on2)cc1 | -6 | 0.2% | -5 | 3 | 3% | ? | -1% | 13% | 16 | 2% | 22
CN(C)c1nc(NC(C)(C)C)nc(SCC(=O)Nc2ccccc2)n1 | -11 | -0.9% | -1 | 0 | -2% | -9% | -1% | 1% | 29 | -4% | -25
Cc1nc(Nc2cccc(Cl)c2)c2oc3ccccc3c2n1 | -5 | -0.4% | -1 | -2 | 1% | ? | -5% | · | 86* | 13% | -10
Cc1c(NC2(C#N)CCCCC2)c(=O)n(-c2ccccc2)n1C | 0 | 0.1% | 0 | 0 | 0% | -18% | 2% | 1% | 2 | -16% | -20
CCCCNC(=S)N/N=C1\C(=O)c2cccc3cccc1c23 | -19 | 0.7% | 6 | -3 | 0% | 16% | -1% | -7% | -6 | -16% | -11
Cc1cccc(NC(=O)C2CCN(C(=O)N3CCOc4ccccc43)CC2)c1C | 7 | 0.2% | 12 | 0 | · | -10% | 3% | 0% | -1 | · | 10
COCCOC(=O)c1c(NC(=O)CN2CCCc3ccccc32)sc(C(N)=O)c1C | 16 | 0.9% | -31 | -1 | 1% | -15% | 3% | 6% | 4 | -2% | -7
CC(C)NC(=O)C(=O)NCC(c1ccc2c(c1)OCO2)N1CCOCC1 (stereo not given) | 17 | 0.1% | 0 | -1 | 0% | 2% | 2% | -1% | -1 | 17% | -2
O=C1CC(c2ccccc2)n2nc(N3C(=O)CCC3=O)nc2N1 (stereo not given) | 24 | -1.2% | 17 | 1 | 0% | 2% | -2% | -9% | 2 | -3% | -6
Cc1cccc(N2CCN(C(=S)Nc3ccc4nc5n(c(=O)c4c3)CCCCC5)CC2)c1C | -18 | -0.3% | ? | 0 | 8% | -13% | -1% | -3% | -4 | 25% | 6
CCO/C=C1\N=C(c2ccc(F)cc2)OC1=O | 1 | 4.6% | -6 | 6 | 0% | 7% | 6% | 7% | -2 | 2% | -7
O=C(c1c[nH]c(C(=O)C(Cl)(Cl)Cl)c1)c1ccc(F)cc1F | -30 | 0.4% | 3 | 3 | 1% | -15% | 5% | · | -1 | 6% | -3
NC(=O)CSc1oc(-c2ccco2)nc1S(=O)(=O)c1ccc(Cl)cc1 | -12 | 0.2% | -13 | 0 | 16% | 22% | 2% | 4% | 0 | -2% | 0
CC(C)NC(=O)Nc1cccc2c1O[C@H](CN(C)S(=O)(=O)c1ccc(F)cc1)[C@@H](C)CN([C@H](C)CO)C2=O | -3 | 2.7% | -1 | · | · | · | 2% | · | · | · | -11
CCn1c(SCC(=O)Nc2ccc(Br)cn2)nnc1C1CC1 | 3 | 4.3% | 11 | · | 5% | · | 4% | 0% | 2 | -7% | -11
O=C1CCCC/C1=C/Nc1ccc2c(c1)OCO2 | -7 | -0.3% | 2 | -13 | 1% | -12% | -2% | -5% | 23 | 1% | -7
CCOc1ccc(NC(=S)N(CC)Cc2ccccc2)cc1 | · | -0.2% | · | -1 | 0% | -3% | -5% | 2% | 1 | 7% | ·
O=C(O)C1CC(O)CN1C(=O)c1ccco1 (stereo not given) | 1 | -0.2% | 4 | 3 | 2% | ? | 0% | -13% | 1 | 15% | -12
Cc1ccc(NNC2CC(=O)N(c3cccc(Cl)c3)C2=O)cc1 (stereo not given) | i | -0.2% | -8 | -1 | 6% | ? | 2% | 0% | 0 | 2% | 27
COc1ccccc1N(CC(=O)NC1CCCC1)C(=O)CCCC(=O)Nc1ccccn1 | 2 | 0.1% | 11 | 5 | -1% | -22% | 1% | -1% | -4 | -15% | -17
Cn1c(=O)nc2n(Cc3ccccc3)c3cccc(Cl)c3cc-2c1=O | 8 | 2.7% | 3 | 4 | -2% | -11% | 1% | -7% | -3 | 4% | 8
C/C(Cl)=C\Cn1c(N2CCCCCC2)nc2c1c(=O)n(C)c(=O)n2C | -5 | 0.3% | 3 | 0 | -3% | ? | 0% | 2% | 23 | -4% | -5
CCOc1ccc(CN2CCN(Cc3[nH]c4ccc(OC)cc4c3C)CC2CCO)cc1 (stereo not given) | -73* | 0.2% | -107* | 2 | 4% | -11% | 2% | -1% | 0 | 6% | 12
CCOc1cc(CNc2ccc(N(C)C)cc2)cc(Br)c1OCC(=O)NC(C)(C)C | -9 | 0.4% | -21 | -37* | 0% | ? | 2% | -34% | ? | 1% | -2
Cc1cccn2c(=O)c3cc(C(=O)NC4CCCCC4)c(=N)n(Cc4ccc(F)cc4)c3nc12 | -3 | -1.8% | -2 | -5 | 1% | ? | -1% | -9%[0.46 µM] | ? | 0% | 49[activator]
CN(CC(=O)Nc1sccc1C#N)Cc1ccccc1 | 1 | -0.6% | -31 | 0 | 2% | ? | 4% | -1% | 1 | 22% | 1
CC1(C)CC(=O)C2=C(C1)Nc1[nH]c(=S)[nH]c(=O)c1C2c1ccccc1 (stereo not given) | -2 | 0.1% | -11 | 0 | -6% | 1% | 0% | -2% | 1 | 4% | 3
COC(=O)[C@H]1[C@H]2C[C@@H]3c4[nH]c5cc(OC)ccc5c4CCN3C[C@H]2C[C@@H](OC(=O)c2ccc(N)cc2)[C@@H]1OC | -6 | -1.0% | -8 | 2 | 4% | 8% | 3% | 0% | -1 | ? | -1
CCCCn1c(SCC(=O)NCCc2ccc(OC)c(OC)c2)nc2c1c(=O)n(C)c(=O)n2C | 4 | -3.8% | -3 | 2 | 5% | -1% | -1% | -3% | -2 | 4% | 2
CCOc1cc(-c2c(C)c(CC)nc(N)c2C#N)ccc1O | -13 | -1.2% | -13 | 5 | 0% | 1% | -2% | 0% | -4 | 2% | -3
CCOC(=O)c1nc(NCc2cccnc2)c2ccccc2n1 | 0 | 1.1% | -4 | 0 | -2% | -2% | 1% | -5% | 1 | 1% | 10
Cc1cc(O)c(CN2CCN(S(=O)(=O)c3cccs3)CC2)cc1C(C)C | 3 | -0.6% | -14 | · | · | · | -1% | · | 13 | · | 3
COc1ccc(C(=O)Nc2ccc(OC)c(OC)c2)cc1 | 8 | 0.1% | 3 | 1 | 0% | 17% | 2% | -8% | 6 | -7% | 5
O=C(CSc1n[nH]c(=O)[nH]c1=O)c1ccccc1 | -7 | -0.7% | 23 | 0 | -3% | 14% | 2% | -12% | -1 | 18% | 38[activator]
